# CIT2-GFP yeast = modulators of CIT2-GFP expression in yeast, primary screen, S. cerevisiae, GFP fusion, multiplex flow cytometry, MLPCN library | S. cerevisiae CIT2-GFP strain, 3 h; 100 means same as DMSO wells | GFP response vs DMSO, % at 10 µM | actives 0.065% (n = 320,000);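 active = GFP response relative to DMSO above a set limit, near the screen mean plus 3 SD, cut at about 150% in these data; inconclusive = Fewer than 70 cells measured for a yeast strain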;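 also: ratio of well median GFP fluorescence to mean of DMSO wells on the plate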
# LAP4 TOR yeast = modulators of LAP4-GFP expression in yeast, primary screen, S. cerevisiae, multiplex flow cytometry, MLPCN library. 3 h; median GFP as percent of DMSO wells. GFP response vs DMSO, % at 10 µM. actives 0.34% (n = 320,000). AID 2023, 2009;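 active = GFP response vs DMSO above a set limit, about the screen mean plus 3 SD, cut at about 150% in these data; inconclusive = under 70 cell events counted for the yeast strain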
# MEP2 TOR yeast = modulators of MEP2-GFP levels in yeast, primary screen, S. cerevisiae, multiplex flow cytometry, MLPCN library | actives 0.51% (n = 330,000) | S. cerevisiae MEP2-GFP strain, 3 h; 100% = DMSO control level | GFP response vs DMSO, % at 10 µM | AID 2016, 2009;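 active = GFP response versus DMSO above a set limit, roughly screen mean plus 3 SD, cut at about 180% in these data; inconclusive = fewer than 70 cells counted for a yeast strain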;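 also: median GFP fluorescence of the barcode-gated MEP2-GFP cells per well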
# AHR activator = AHR activators, primary screen, cell-based, luminescence, luciferase reporter, human. Aryl hydrocarbon receptor (Homo sapiens), P35869. AHR-responsive luciferase reporter cells. activation, % at 5 µM. actives 2.5% (n = 320,000). AID 2796, 2010; in the data active = activation above about 47%;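 also: 0% = vehicle wells and 100% = reference agonist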
# proCasp7 act = procaspase-7 activators, primary screen, counter-screen for procaspase-3 activator project, biochemical, absorbance, HTS, human. Caspase-7 (Homo sapiens), P55210. recombinant procaspase-7, Ac-DEVD-pNA absorbance 405 nm; D23A/D198A/D206A triple mutant, cannot self-cleave; scale: DMSO 0, 5 µM enzyme 100. activation, % at 8.5 µM. actives 0.093% (n = 330,000);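 active = percent activation above the screen-wide mean plus 3 SD, cut at about 25% in these data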
# Target sequence (P55210 whole entry D23A/D198A/D206A): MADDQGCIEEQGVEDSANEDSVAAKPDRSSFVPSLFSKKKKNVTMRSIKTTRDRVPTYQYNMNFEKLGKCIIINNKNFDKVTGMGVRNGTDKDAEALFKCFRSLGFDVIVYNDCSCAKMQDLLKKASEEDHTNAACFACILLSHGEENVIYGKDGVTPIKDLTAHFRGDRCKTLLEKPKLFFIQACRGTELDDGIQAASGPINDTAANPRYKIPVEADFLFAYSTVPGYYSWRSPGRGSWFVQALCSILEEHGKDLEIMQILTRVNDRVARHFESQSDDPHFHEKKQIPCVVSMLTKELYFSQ
#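 Material: Procaspase-7 triple mutant (PC-7 D3A) | Quantity: 2 µM procaspase-7 mutant as dispensed | Reagent: DEVD-pNA substrate | Times: 1 h preincubation, 2 h reaction | Technique: 405 nm absorbance of p-nitroaniline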
# RPL19A-GFP yeast = RPL19A-GFP expression modulators in yeast, primary screen, cell-based, S. cerevisiae, multiplex flow cytometry, MLPCN; S. cerevisiae RPL19A-GFP strain, 3 h; active compounds read low; percent response vs DMSO, % at 10 µM; actives 0.3% (n = 330,000); AID 2025, 2009;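 active = percent response vs DMSO below 50%; inconclusive = fewer than 70 events counted for the yeast strain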;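 also: median channel GFP fluorescence of the barcoded RPL19A-GFP strain; ratio of sample median GFP to plate DMSO average so 100% = DMSO; lower means less RPL19A-GFP as with rapamycin TOR inhibition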
# AGP1 TOR yeast = modulators of AGP1-GFP expression in yeast TOR pathway, primary screen, cell-based, multiplex flow cytometry, S. cerevisiae, MLPCN library. 3 h; GFP as percent of DMSO wells. GFP response vs DMSO, % at 10 µM. actives 0.02% (n = 320,000). AID 2066, 2009;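 active = GFP response relative to DMSO above a set limit, near screen average plus 3 SD, cut at about 150% in these data; inconclusive = fewer than 70 cells counted for the yeast strain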;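 also: median GFP channel fluorescence of the gated AGP1 strain per well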
# proCasp3 act = activators of human procaspase-3 D3A mutant, primary screen, biochemical, absorbance, PC-3 D3A mutant, single concentration. Caspase-3 (Homo sapiens), P42574. recombinant procaspase-3 D3A, Ac-DEVD-pNA absorbance 405 nm. actives 0.11% (n = 330,000). activation, % at 8.5 µM;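 active = activation above the mean of all tested compounds plus 3 SD, cut at about 21% in these data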;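 also: 0% = DMSO alone and 100% = DMSO wells spiked with extra 5 µM PC-3 D3A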
# Target sequence (P42574 whole entry D9A/D28A/D175A): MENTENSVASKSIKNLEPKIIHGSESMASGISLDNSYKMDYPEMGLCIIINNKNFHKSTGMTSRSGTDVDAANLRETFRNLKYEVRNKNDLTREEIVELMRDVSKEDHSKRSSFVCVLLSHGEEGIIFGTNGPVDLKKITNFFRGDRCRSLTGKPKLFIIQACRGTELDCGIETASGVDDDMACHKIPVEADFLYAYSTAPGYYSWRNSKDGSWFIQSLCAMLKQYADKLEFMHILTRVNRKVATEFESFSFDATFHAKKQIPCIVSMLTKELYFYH
#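 Compound: 8.5 µM single point, 0.8% DMSO / Material: Autoprocessing-dead procaspase-3 D3A mutant enzyme / Timing: 1 h preincubation plus 2 h reaction at 25 °C / Medium: Zinc-free HEPES/NaCl buffer with 0.01% Triton X-100 at pH 7.4 / Technique: 405 nm absorbance of p-nitroaniline, reads at 0 and 120 min / Repeats: one well per compound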
# * hit, by the source's call; ? = inconclusive; / = no result given; [ ] = remark or other dose.
# Screens in order – CIT2-GFP yeast	LAP4 TOR yeast	MEP2 TOR yeast	AHR activator	proCasp7 act	RPL19A-GFP yeast	AGP1 TOR yeast	proCasp3 act
O=C(COc1ccccc1)Nc1nnc(-c2ccco2)o1
  108	101	98	2	6	105	106	-4
COC(=O)/C=C/c1ccc(OC(=O)c2ccncc2)cc1
  94	83	95	-1	-13	94	84	2
O=C(Cc1ccc(NC2=NC3CS(=O)(=O)CC3S2)cc1)NCc1ccc(Cl)cc1 (stereo not drawn)
  105	109	103	-2	-4	105	110	2
Cc1cccc(C(=O)Nc2nnc(Cc3ccccc3)s2)c1
  103	93	103	17	7	105	96	-1
CCc1nnc(NC(=O)CSc2ncc(-c3ccccc3)n2CC)s1
  96	99	94	1	6	98	100	3
CCOC(=O)c1c(-c2ccccc2Cl)csc1NC(=O)CSc1nc(C)cc(=O)[nH]1
  99	86	98	5	0	98	90	-4
COc1ccc(CN2CCC(Oc3ccc(C(=O)N4CCCC4)cc3)CC2)c(F)c1
  96	94	98	6	4	99	98	2
Cc1cc(-n2cnnn2)cc(C)c1S(=O)(=O)N(C)c1ccccc1
  110	107	113	-4	5	107	109	0
COc1cc(C(=O)Nc2ccc(S(=O)(=O)Nc3nccc(C)n3)cc2)c([N+](=O)[O-])cc1OC
  105	103	99	0	-1	98	104	-6
Cc1ccc(S(=O)(=O)NCC(=O)OCC(=O)c2cccs2)cc1
  107	97	109	4	7	100	107	5
COc1ccc(C2(C(=O)NC3CCCCC3)CCOCC2)cc1OC
  95	99	99	-1	-1	100	99	0
CCOc1cc2[nH]c(=S)n(CCN3CCCCC3CC)c(=O)c2cc1OCC (stereo not drawn)
  95	94	95	6	1	94	98	5
COc1ccc2oc(C(=O)N3CCN(C(=O)c4ccco4)CC3)c(C)c2c1
  92	104	95	5	-1	93	102	4
Cn1c(CCNC(=O)c2ccco2)nc2cc(NC(=O)C3CCCCC3)ccc21
  101	106	103	1	4	98	100	1
COc1ccc(N=C2C(=O)Nc3ccc(C)c(Br)c32)cc1
  98	85	92	10	1	97	95	11
CC(=O)Nc1ccc(S(=O)(=O)Oc2ccc(C(=S)N3CCCCC3)cc2)cc1
  102	94	101	5	-1	100	101	3
COc1ccc(CN2C(=NC(=O)c3ccccc3)SC3CS(=O)(=O)CC32)cc1 (stereo not drawn)
  95	95	102	1	3	101	99	-12
Brc1c(CSc2nc3ccccc3o2)nc2ncccn12
  85	123	109	16	-12	100	94	-5
COc1ccc(-c2ccc(OC)c([C@H]3[C@H]4C=CC[C@@H](C)[C@@H]4C(=O)N3Cc3ccccc3)c2)cc1
  84	97	104	2	-2	99	86	6
O=C(c1ccc(CSc2nc3ccncc3[nH]2)cc1)N1CCCCC1
  103	103	109	0	4	99	104	-4

# The list goes on (three carried over from the part before).
# Screens in order – CIT2-GFP yeast	LAP4 TOR yeast	MEP2 TOR yeast	AHR activator	proCasp7 act	RPL19A-GFP yeast	AGP1 TOR yeast	proCasp3 act
Brc1c(CSc2nc3ccccc3o2)nc2ncccn12
  85	123	109	16	-12	100	94	-5
COc1ccc(-c2ccc(OC)c([C@H]3[C@H]4C=CC[C@@H](C)[C@@H]4C(=O)N3Cc3ccccc3)c2)cc1
  84	97	104	2	-2	99	86	6
O=C(c1ccc(CSc2nc3ccncc3[nH]2)cc1)N1CCCCC1
  103	103	109	0	4	99	104	-4
CCC(NC(=O)C1CCC1)c1ccc(C)cc1 (stereo not drawn)
  94	97	94	1	-11	96	98	2
CCC(C)C(NC(=O)[C@@H](NC(=O)c1ccccc1F)C(C)C)C(=O)OC (stereo partly drawn)
  99	95	99	0	1	102	99	-3
COc1ccc(C(C)NC(=O)Nc2ccc(C(C)=O)cc2)cc1OC (stereo not drawn)
  110	107	106	-14	1	98	105	-8
CC12CCC(=O)N1C(C(=O)NNC(=O)COc1cccc(C(F)(F)F)c1)CS2 (stereo not drawn)
  93	95	96	2	2	92	98	-10
COc1cc(CCC(=O)OCC(=O)Nc2ccccc2C#N)cc(OC)c1OC
  108	96	100	2	0	105	106	8
O=C(C1CCCN(S(=O)(=O)c2ccc(Cl)cc2)C1)N1CCCC1 (stereo not drawn)
  85	83	95	0	1	103	94	-8
COc1ccc(C(=O)NCC(C)CN(C)C)cc1 (stereo not drawn)
  99	93	99	2	-8	95	98	5
Cn1nc(C(=O)NCc2cccs2)c2ccccc2c1=O
  102	97	110	3	0	107	103	7
CCN1CCN(CCNC(=O)c2ccc(/C=C3/Sc4ccccc4N(Cc4cccc(C)c4)C3=O)cc2)CC1
  91	108	104	0	2	99	99	0
Cc1ccc(-c2cc(C(=O)O)c3sc(N4CCCCC4)nc3n2)cc1
  95	94	99	4	-1	95	93	-7
CCCN1C2CCCC1CC(NC(=O)c1cccc(OC)c1)C2 (stereo not drawn)
  101	92	93	3	3	99	101	3
c1ccc(CN2CCN(CCN3CCn4c3nc3ccccc34)CC2)cc1
  96	95	103	1	7	100	98	6
CC1=C(CC[C@@H](C)CO)OC2CC3C4CCC5CC(O)CCC5(C)C4CC(=O)C3(C)C12 (stereo partly drawn)
  101	105	108	0	14	99	102	-1
CCOc1ccccc1CNC(=O)CCc1cn(C)c2ccccc12
  102	88	112	13	0	101	90	5
O=C(Cc1c(F)cccc1Cl)NNC(=O)c1ccccc1Cl
  82	104	94	12	-3	99	102	7
O=C(Nc1ccc2ccccc2c1)c1ccc(Br)o1
  90[may fluoresce red]	81[may fluoresce red]	107[may fluoresce red]	/	/	?	76[may fluoresce red]	/
O=C(CSc1ccc2nnc(CCNC(=O)c3ccccc3)n2n1)Nc1ccc(F)cc1F
  105	95	104	-3	8	101	98	-3
CCOc1ccc(NC(=O)CCc2nnc3ccc(N4CCC5(CC4)OCCO5)nn23)cc1
  106	102	103	1	-3	105	105	-2
COc1cc(Cl)cc(/C=C/c2ccc3cccc(O)c3n2)c1OC
  97	108	102	40	0	100	100	-2
O=c1cc(CN2CCN(Cc3ccc(F)cc3)C(CCO)C2)[nH]c2ccccc12 (stereo not drawn)
  104	82	98	10	4	94	91	3

# Further records follow.
# Screens in order – CIT2-GFP yeast	LAP4 TOR yeast	MEP2 TOR yeast	AHR activator	proCasp7 act	RPL19A-GFP yeast	AGP1 TOR yeast	proCasp3 act
COc1ccc(CCNC(=O)COc2coc(CN3c4ccccc4CC3C)cc2=O)cc1OC (stereo not drawn)
  101	111	105	-2	5	101	109	1
CC(C)Cn1c(N)c(/C=N/NC(=O)c2ccc(Cl)cc2)c(=O)n(C)c1=O
  103	92	103	-1	1	101	102	4
Cc1ccccc1OCC(=O)NC(=S)Nc1cccc2cc(O)ccc12
  /	92	94	9	-15	102	93	-5
COc1cccc(NC(=O)CSc2ncnc3c2oc2ccccc23)c1
  97	93	92	-2	0	103	101	9
COC(=O)c1sc2ccccc2c1-n1cccc1C(=O)C(=O)Nc1ccc(C)cc1
  110	100	103	8	-2	96	104	0
COc1cc(C(C)=O)ccc1OC(=O)c1cc2cccc(OC)c2oc1=O
  83	115	90	0	12	92	95	2
O=C(NCCCNC(=O)C(F)(F)C(F)F)C(F)(F)C(F)F
  92	95	93	-1	7	94	100	14
CCOC(=O)c1c(C(F)(F)F)nc2ncccn12
  102	97	108	4	5	101	101	-9
O=C(COC(=O)/C=C/c1ccc(Cl)cc1)NCCN1C(=O)CSC1=O
  75	96	101	1	9	101	92	1
Cc1ccc(N2CCN(C(=O)NC3CCCCC3)CC2)c(C)c1
  109	94	107	-7	-2	99	100	11
CCc1nnc(NS(=O)(=O)c2ccc(NC(=O)C(c3ccccc3)c3ccccc3)cc2)s1
  110	107	103	-2	4	104	108	-6
CC(C)(C)Cc1nnc(NC(=O)c2ccc3c(c2)OCO3)s1
  99	93	104	49*	-15	102	99	-9
O=C(CCn1nc(-c2ccc(Cl)cc2)c2ccccc2c1=O)NCCN1CCOCC1
  98	115	98	2	10	104	107	-3
CCOC(=O)CN1NC2(CCCCCC2)NC1=S
  90	101	99	-2	-29	93	98	-13
O=C(NC1CCCC1)C(c1ccsc1)N(Cc1ccco1)C(=O)Cc1cccs1 (stereo not drawn)
  108	104	108	2	10	100	101	1
COc1ccc2c(c1)C(=O)C(=O)N2CCS(=O)(=O)c1ccccc1
  119	104	117	-3	2	110	118	-13
O=C(CCCn1ncn2c(cc3occc32)c1=O)NCc1cccc(Cl)c1
  101	92	110	-1	6	105	98	-3
COC(=O)c1ccc(COC(=O)CNC(=O)c2ccc(OC)cc2)cc1
  103	102	95	2	13	98	101	5
Cc1ccc(NC(=O)N2CCCn3c(SCC(=O)c4ccccc4)nnc32)cc1
  101	115	103	-3	0	98	103	8
COc1cccc(C2Oc3ccccc3C3CC(c4cccs4)=NN32)c1 (stereo not drawn)
  95	132	96	32	-81	101	106	-102
CC(=O)NC(Cc1cccc(F)c1)C(=O)NC1CCN(C(=O)Nc2ccccc2)CC1 (stereo not drawn)
  95	86	108	1	3	102	103	-1
CCOc1ccc(N=C2NC(=O)CS2)cc1
  104	94	106	32	3	102	101	10

# 5 entries picked at random from the list so far, as already listed:
# Screens in order – CIT2-GFP yeast	LAP4 TOR yeast	MEP2 TOR yeast	AHR activator	proCasp7 act	RPL19A-GFP yeast	AGP1 TOR yeast	proCasp3 act
COc1cc(C(C)=O)ccc1OC(=O)c1cc2cccc(OC)c2oc1=O
  83	115	90	0	12	92	95	2
CCOC(=O)c1c(C(F)(F)F)nc2ncccn12
  102	97	108	4	5	101	101	-9
CC(C)Cn1c(N)c(/C=N/NC(=O)c2ccc(Cl)cc2)c(=O)n(C)c1=O
  103	92	103	-1	1	101	102	4
CCOC(=O)CN1NC2(CCCCCC2)NC1=S
  90	101	99	-2	-29	93	98	-13
COc1cccc(C2Oc3ccccc3C3CC(c4cccs4)=NN32)c1 (stereo not drawn)
  95	132	96	32	-81	101	106	-102

# AHR activator: what is marked active above
mol | CIT2-GFP yeast | LAP4 TOR yeast | MEP2 TOR yeast | AHR activator | RPL19A-GFP yeast | AGP1 TOR yeast | proCasp3 act
CC(C)(C)Cc1nnc(NC(=O)c2ccc3c(c2)OCO3)s1 | 99 | 93 | 104 | 49* | 102 | 99 | -9

# Screens deposited in PubChem by several laboratories.
